p53null 39C kill – p53 null cell cytotoxicity, nonpermissive temperature | 55,000 compounds, 0.97% hits | H1299 p53-null (neo) cells, 39C, ATPlite viability, 24 h | Potency, µM (top dose mostly 46.1 µM), for the others: at the top dose activity, negative = cell killing, actives largely listed as cytotoxic | AID 904;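 further: 0% = DMSO only and -100% = full killing by 100 µM tamoxifen; nearly all actives have a fitted effect of over 50% in size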
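Following overnight plating at 37C (600 cells/well), H1299-neo or H1299-p53A138V cells are dosed up to 46 uM. Incubation lasts 24 hr at 39C before ATP detection.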
p53null 32C kill – p53 null cell cytotoxicity, permissive temperature; H1299-neo p53 null cells, ATP luminescence, 24 h, 32C; Potency, µM (highest dose often 46.1 µM), for inactives: at the top dose activity change, negative = cytotoxicity, most hits filed as cytotoxic; 55,000 compounds, 0.62% hits; AID 903;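 further: 0% = DMSO only and -100% = full killing by 100 µM tamoxifen; nearly all actives have a fitted effect of over 55% in size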
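H1299-neo (p53-null) cells, 600/well, were pre-incubated overnight at 37C, then exposed to compounds at up to 46 uM for 24 hr at 32C. Viability was measured as ATP content by luminescence, and AC50 values came from Hill fits.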
Numbers without * were called inactive; ? = inconclusive; [ ] = remark or other dose. The call rests on the fitted dose curve; in most records, active means well fitted cell-killing curve with a large enough effect; inconclusive means small, poorly fitted or top-dose-only effect; inactive means no such curve, though single readings can be large or run the other way. Potency means the concentration at half of the fitted maximal effect.

SMILES	p53null 39C kill	p53null 32C kill
CCCCN(C)C(=O)c1cn(C)c2ccc(S(=O)(=O)N(C)C)cc2c1=O	8%	1%
COC(=O)c1cn(CCOc2ccccc2OC)c2ccccc12	4%	-5%
COc1ccc(N/N=C(/Oc2ccc([N+](=O)[O-])cc2)C(C)=O)cc1	3%	1%
COc1ccc(C2C(C(=O)c3sc(C)nc3C)=C(O)C(=O)N2CCN2CCOCC2)cc1 (configuration not stated)	16%	7%
Cc1ccc(OCCSc2nnc(-c3cccs3)n2C)cc1	3%	-3%
CC(C)(C)CC(C)(C)NC(=O)CSCC(=O)Nc1ccc2ccccc2c1	?	8%
O=C(NCc1cccs1)c1nc2c(nnn2Cc2ccc(F)cc2)c(=O)[nH]1	9%	-4%
CC(=O)C1=C(O)C(=O)N(Cc2cccnc2)C1c1ccc(Cl)cc1 (configuration not stated)	0%	-1%
Clc1ccc2c(c1)c1cc(Cl)ccc1n2CN1CCOCC1	-23%	-3%
O=C(Nc1ccc2oc(-c3ccccc3)nc2c1)c1ccccc1F	9%	-2%
O=c1cc(-c2cccc3ccccc23)[nH][nH]1	-7%	5%
CCC(=O)Nc1sc2c(c1C(N)=O)CCN(C(C)=O)C2	11%	8%
COc1ccc(C(=O)NCc2ccccn2)cc1	-5%	1%
O=C(NN1CCOCC1)c1cccc2ccccc12	22%[1.84 µM]	5%
O=C(CSc1oc(-c2ccco2)nc1S(=O)(=O)c1ccccc1)NCC1CCCO1 (configuration not stated)	-10%	-7%
CCCNC(=O)c1cc(-c2ccco2)on1	-6%	-23%
CC(CC(C)C(=O)Nc1ccccc1C(C)(C)C)C(=O)O (configuration not stated)	-1%	-12%
Cc1cc(C)n(-c2ccc(C(=O)Nc3cccc(S(=O)(=O)N(C)C)c3)cc2)n1	-5%[1.84 µM]	-5%
CCOC(=O)N1CCN(C(=O)COc2cccc3c2CCN(Cc2cccc(C)c2)C3=O)CC1	12%	9%
CCOC(=O)c1oc2ccccc2c1CSc1nnnn1-c1ccc(C)cc1	4%	2%

18 compounds out of the list, ordered by formula weight, low to high.
SMILES	p53null 39C kill	p53null 32C kill
O=c1cc(-c2cccc3ccccc23)[nH][nH]1	-7%	5%
CCCNC(=O)c1cc(-c2ccco2)on1	-6%	-23%
COc1ccc(C(=O)NCc2ccccn2)cc1	-5%	1%
O=C(NN1CCOCC1)c1cccc2ccccc12	22%[1.84 µM]	5%
CC(CC(C)C(=O)Nc1ccccc1C(C)(C)C)C(=O)O (configuration not stated)	-1%	-12%
CCC(=O)Nc1sc2c(c1C(N)=O)CCN(C(C)=O)C2	11%	8%
COC(=O)c1cn(CCOc2ccccc2OC)c2ccccc12	4%	-5%
COc1ccc(N/N=C(/Oc2ccc([N+](=O)[O-])cc2)C(C)=O)cc1	3%	1%
Clc1ccc2c(c1)c1cc(Cl)ccc1n2CN1CCOCC1	-23%	-3%
CC(=O)C1=C(O)C(=O)N(Cc2cccnc2)C1c1ccc(Cl)cc1 (configuration not stated)	0%	-1%
CCCCN(C)C(=O)c1cn(C)c2ccc(S(=O)(=O)N(C)C)cc2c1=O	8%	1%
O=C(NCc1cccs1)c1nc2c(nnn2Cc2ccc(F)cc2)c(=O)[nH]1	9%	-4%
CC(C)(C)CC(C)(C)NC(=O)CSCC(=O)Nc1ccc2ccccc2c1	?	8%
CCOC(=O)c1oc2ccccc2c1CSc1nnnn1-c1ccc(C)cc1	4%	2%
Cc1cc(C)n(-c2ccc(C(=O)Nc3cccc(S(=O)(=O)N(C)C)c3)cc2)n1	-5%[1.84 µM]	-5%
O=C(CSc1oc(-c2ccco2)nc1S(=O)(=O)c1ccccc1)NCC1CCCO1 (configuration not stated)	-10%	-7%
COc1ccc(C2C(C(=O)c3sc(C)nc3C)=C(O)C(=O)N2CCN2CCOCC2)cc1 (configuration not stated)	16%	7%
CCOC(=O)N1CCN(C(=O)COc2cccc3c2CCN(Cc2cccc(C)c2)C3=O)CC1	12%	9%

Going on with the list.
SMILES	p53null 39C kill	p53null 32C kill
CCC1Sc2ccccc2N(CC(=O)NC2CCCC2)C1=O (configuration not stated)	-1%	-10%
Cc1cc(C)c(C)c(C(=O)CSc2nnc(-c3ccc4[nH]c(C)c(C)c4c3)o2)c1C	0%	9%
CCOC(=O)c1c(-c2cccs2)csc1NC(C)=O	9%	1%
CCC(=O)Nc1c2c(nn1-c1ccccc1C)CSC2	-9%	0%
COc1ccc(C2CC(=O)C=C(NC3CCCC3)C2)cc1 (configuration not stated)	10%	0%
CCc1ccc2c(c1)C1(NN=C(c3ccccc3)S1)C(=O)N2 (configuration not stated)	-15%	11%
O=C(NCC1OCCc2ccccc21)c1ccc(NC(=O)c2ccc(Cl)cc2)cc1 (configuration not stated)	24%	5%
O=C(CSc1nc2cccnc2n1Cc1ccccc1)NC1CCCCC1	-1%	-10%
Cc1ccc(NC(=O)N2CCC(C(=O)NCc3ccccc3)CC2)cc1	10%	7%
COc1ccc(C(=O)NCc2cn3c(C)csc3n2)cc1OC	-1%	-10%
COc1ccc(-c2csc(C)n2)cc1	-14%	-10%
Cc1ccc(C(NC(=O)N2CCOCC2)C(Cl)Cl)cc1F (configuration not stated)	3%[1.84 µM]	-4%
O=C(CCC1COc2ccccc2O1)NCC1COc2ccccc2O1 (configuration not stated)	25%	-2%
O=C(Nc1c2c(nc3ccccc13)CCCC2)c1ccccc1Br	13%	-3%
O=C(Nc1ccc(S(=O)(=O)NCc2ccccc2)cc1)c1ccc(Br)o1	-12%	2%
CC(C)N(C(=O)CSc1nc2ccccc2n1Cc1ccc(F)cc1)C(C)C	-4%	6%
Cc1ccc(-c2csc(NC(=O)CSC3=NCCS3)n2)cc1	28%	-13%
COCCn1nnnc1CN1CCC(Cc2ccccc2)CC1	21%	11%
CCOC(=O)C(C(C)=O)c1nc(C)nc2c1nnn2Cc1ccccc1Cl (configuration not stated)	6%	7%
COc1ccccc1N(CC(=O)Nc1ccccc1C)S(C)(=O)=O	-6%	2%
CC(=O)c1cn(CC(=O)Nc2ccc(C)cc2C)c2ccccc12	-14%	-9%
Cc1cc(C)n(C(=O)CCNC(=O)c2ccccc2Cl)n1	22%	1%
O=C(CCN1CCc2ccccc2C1)Nc1ccccc1F	-13%	-3%
CCOc1ccccc1CNn1nnnc1N	20%	11%
Cc1csc2ncc(C(=O)NCc3ccco3)c(=O)n12	11%	-7%
O=C(CCN1C(=O)C2CC=C(Cl)CC2C1=O)NCc1ccccc1 (configuration not stated)	-8%	-8%
CC1CCN(C(=O)C2(NC(=O)Nc3cccc(F)c3)CCCCC2)CC1	-2%	-4%
Fc1cccc2sc(Nc3nnc(-c4ccccc4)o3)nc12	-12%	-20%
COc1ccc(-n2c(SCC(=O)Nc3cc(C)on3)nc3c(c2=O)SCC3)cc1	13%	6%
O=C(CSc1nnc(-c2ccccc2Cl)o1)Nc1ccc2c(c1)OCCO2	-8%	-7%
C(#CCN1CCOCC1)COC(c1ccccc1)c1ccccc1	-5%	-1%
Cc1cc2sc(C(=O)O)c(C)c2s1	4%	-7%
O=C(Cc1ccccc1)N1CCN(C(=O)c2ccco2)CC1	18%	1%
O=C(N(c1ccccc1)c1ccccc1)n1ccnc1	-1%	-7%
COCCCNS(=O)(=O)c1ccc2c3c(cccc13)C(=O)S2	10%	-6%
COc1cc(NC(=O)c2ccc3c(c2)OCO3)ccc1NC(=O)c1ccco1	4%	6%
Cc1ccc(Oc2nc(CN3CCOCC3)nc3sc4c(c23)CCC(C)C4)cc1 (configuration not stated)	6%	-5%
Cc1cc(=O)oc2c3c4c(cc12)OCCN4CCC3	-7%	6%
O=C(O)C1C2C=CC(C2)C1C(=O)NCc1cccnc1 (configuration not stated)	3%	-1%
COc1ccc(CC(=O)N2CCC(Nc3nc4ccccc4n3Cc3ccc(F)cc3)CC2)cc1	6%	6%
CCOC(=O)C(C)Sc1nc2c(cnn2-c2ccc(C)cc2)c(=O)[nH]1 (configuration not stated)	-16%	-8%
CON(C)c1nc(OCC#N)nc(N(C)C)n1	-11%	4%
CCCCn1c(SCC(=O)NCc2ccco2)nc2c1c(=O)n(C)c(=O)n2C	4%	7%
COCCCn1c(SCc2nnc(-c3ccc(OC)c(OC)c3)o2)nnc1-c1ccncc1	-4%	1%
Cc1ccccc1CNS(=O)(=O)c1ccc2c(c1)OCCO2	-14%	-8%
Cc1ccc(NC(=O)Cc2noc3ccccc23)cc1	-1%	1%
CCCn1c(SCC(=O)c2ccc(OC)c(OC)c2)nc2c1c(=O)n(C)c(=O)n2C	-4%	7%
CCOC(=O)CC(NS(=O)(=O)c1ccc(NC(C)=O)cc1)c1ccc(OCC)cc1 (configuration not stated)	-9%	-1%
O=C(NCc1ccco1)C12CC3CC(CC(C3)C1)C2	2%	-2%
CCOc1ccc(C(=O)c2nc3c(n2O)CCCCC3)cc1	24%	-11%

The list continues:
SMILES	p53null 39C kill	p53null 32C kill
COC(=O)Cc1cc(=O)n(-c2nc3ccccc3[nH]2)[nH]1	-6%	-5%
Cc1cc2cc3c(cc2nc1SCC(=O)N1c2ccccc2CC1C)OCO3 (configuration not stated)	23%	11%
CCOc1ccccc1NC(=O)CN(C)S(=O)(=O)c1cccc2nsnc12	11%	13%
Cc1sc(N)nc1-c1cccs1	-7%	0%
COc1nc(Nc2ccc(C(C)C)cc2)nc(OC)n1	-5%	-7%
Cc1cc(NCc2ccc3c(c2)OCO3)n2nc(C)nc2n1	-4%	-10%
COC(=O)c1ccc2nc(Nc3nc4ccc(F)cc4s3)sc2c1	-16%[1.84 µM]	-1%
CC(C)C(c1nnnn1C1CCCC1)N1CCCc2ccccc21 (configuration not stated)	19%	-18%
O=c1c2c(-c3ccc([N+](=O)[O-])cc3)csc2nc2n1CCC2	17%	1%
COc1cccc(C(c2sc3ncnn3c2O)N2CCN(C(=O)c3ccco3)CC2)c1 (configuration not stated)	1%	-23%
CCc1ccccc1NC(=O)CSc1nc2n[nH]c(C)c2c(=N)n1-c1ccc(OC)cc1	-18%	-6%
COc1ccc(C(=S)N2CCCCCC2)cc1	-12%	-4%
CC1=NN(/C(=N\c2nnc(C)s2)Nc2ccccc2)[C@H](c2cccc3ccccc23)S1	10%	42%[activator]
CCOc1cc(NS(=O)(=O)c2ccc(OC)cc2)c(OCC)cc1NC(=O)c1ccco1	-4%	2%
CCOc1cccc(-c2nnc3n2N=C(c2cc(OC)ccc2OC)CS3)c1	1%	32%[activator]
Cc1c(NC2=NC(C)(C)Cc3ccccc32)c(=O)n(-c2ccccc2)n1C	-7%	-10%
Cc1cc2cc(CNS(=O)(=O)N(C)C)ccc2[nH]1	-2%	-4%
Cc1ccc(-c2csc(NC(=O)CSc3nc(C)cs3)n2)cc1	-24%	?
CCOC(=O)c1c(NC(=S)Nc2ccccc2)sc(C)c1C	-4%	-8%
CCOC(=O)N1CCN(C(=O)CSc2nc3c([nH]c4ccccc43)c(=O)n2C)CC1	3%	-4%
CC1CCCN(c2nc3nonc3nc2N2CCCC(C)C2)C1 (configuration not stated)	12%	9%
O=C(N/N=C/c1c(Nc2cccc(C(F)(F)F)c2)nc2ccccn2c1=O)c1ccccc1[N+](=O)[O-]	13%	3%
Cc1ccc(CCNC(=O)C2CCN(S(=O)(=O)c3cccc4nsnc34)CC2)cc1	15%	-6%
C/C(N)=C(/C#N)C(=O)CSc1nnc(Nc2cccc(C)c2)s1	-4%	-16%
Cc1cc2c(C)nc3ccccc3c2o1	2%	-9%
c1ccc2c(c1)OC(CCCN1CCCCC1)c1ccccc1S2 (configuration not stated)	-13%	-9%
Cc1cc2c(C)nc(N/N=C/c3ccc(F)cc3)nc2o1	-11%	-22%
CC1=C(C(=O)N(C)Cc2ccccc2)C2(CCC(C)CC2)OC1=O (configuration not stated)	7%	-5%
CC(=O)Nc1ccc(S(=O)(=O)N2CCN(C(=O)Cc3ccccc3)CC2)cc1	7%	0%
CCCCCCNC(=O)CC(c1ccccc1)c1cc(Br)ccc1O (configuration not stated)	?	29%
COc1ccc(C(=O)/C=C/Nc2ccc(C)cn2)cc1OC	-14%	-16%
CCc1ccc(OCc2nnc(SCC(=O)N3CCN(c4ccccc4)CC3)o2)cc1	6%	5%
Cc1ccc(C)c(N2CCN(C(c3ccc(N(C)C)cc3)c3nnnn3C(C)(C)C)CC2)c1 (configuration not stated)	12%	9%
O=C(Nc1ccccn1)N1CCOCC1	-19%	-3%
CCOC(=O)c1ccc2nc(NC(=O)c3cccs3)sc2c1	-10%	0%
O=C(CCn1c2c(c3ccccc31)CCCC2)NNC(=O)c1ccc(Cl)c([N+](=O)[O-])c1	20%	-6%
O=C(CCN1C(=O)CSC1=O)Nc1ccc(Br)cc1	16%	-3%
CCn1nnnc1SCC(=O)Nc1ccc(OCc2ccccc2)cc1	-11%	-15%
COc1ccc(Cc2nnc(SCC(=O)NC3CCCC3)o2)cc1	-3%	-1%
COc1cc(-c2ccccc2)nc2ccccc12	-27%	-14%
O=C(CCN1C(=O)C2C3C=CC(C3)C2C1=O)N1CCN(c2ccccn2)CC1 (configuration not stated)	-5%	5%

From PubChem BioAssay

Only part of the results is shown. The share of hits here may be higher or lower than overall.
